High-throughput results: PubChem BioAssay, several laboratories
GC-A act: GC-A stimulated cGMP production enhancers – HEK293 GC-A cells, cGMP TR-FRET, EC30 ANP, primary screen | Atrial natriuretic peptide receptor 1 (Homo sapiens), P16066 | 0% at EC30 ANP, 100% saturating ANP | activation, % at 10 µM | 370,000 compounds, 0.14% hits | AID 1671463, 2021; in the data active means activation above about 40%
ADAM10 inh: human ADAM10 inhibitors, primary screen, biochemical, QFRET, HTS. Disintegrin and metalloproteinase domain-containing protein 10 (Homo sapiens), O14672. recombinant ADAM10, EDANS/DABCYL FRET peptide cleavage, 3 h. inhibition, % at 7 µM. 370,000 compounds, 0.62% hits;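 active means inhibition above a per-campaign cutoff equal to the mean of compounds falling between control-based bounds plus 3 SD, cut at about 20% in these data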;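 further: 0% = DMSO wells while the 100% control is not disclosed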
Target sequence (O14672 214-748 limits assumed): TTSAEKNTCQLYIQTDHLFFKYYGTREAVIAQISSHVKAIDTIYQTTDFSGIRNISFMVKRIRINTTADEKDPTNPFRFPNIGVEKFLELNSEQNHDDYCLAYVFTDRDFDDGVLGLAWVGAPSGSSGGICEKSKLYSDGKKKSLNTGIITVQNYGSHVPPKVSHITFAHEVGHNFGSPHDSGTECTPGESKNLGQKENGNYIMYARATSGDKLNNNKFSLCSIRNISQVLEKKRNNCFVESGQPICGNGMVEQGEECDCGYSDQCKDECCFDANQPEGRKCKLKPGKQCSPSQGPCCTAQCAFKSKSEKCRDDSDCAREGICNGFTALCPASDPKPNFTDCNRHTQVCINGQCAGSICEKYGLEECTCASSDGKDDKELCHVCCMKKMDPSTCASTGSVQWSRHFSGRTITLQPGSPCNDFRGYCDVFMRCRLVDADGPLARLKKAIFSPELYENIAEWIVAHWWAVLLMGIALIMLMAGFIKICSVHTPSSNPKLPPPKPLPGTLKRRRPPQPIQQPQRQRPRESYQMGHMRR
SMARCA2 act: SMARCA2 (BRM) function activators, primary screen, cell-based, luminescence, high throughput; MG213 cells, MMTV-luciferase reporter, dexamethasone, overnight; activation, % at 9.1 µM; 370,000 compounds, 1% hits; in the data active means activation above about 7.8%;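 further: 0% = vehicle wells and 100% = reference activator wells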
DAX1 inh-1: DAX1 (NR0B1) inhibitors, primary screen, cell-based, HEK293, Gal4-DAX1, luciferase luminescence; AID 504766, 2011; Nuclear receptor subfamily 0 group B member 1 (Homo sapiens), P51843; HEK293 Gal4-DAX1 luciferase reporter; 340,000 compounds, 0.99% hits; inhibition, % at 6.75 µM;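 active means inhibition above the mean over all tested compounds plus 3 SD, cut at about 4.2% in these data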;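 further: 0% = DAX1-transfected cells with DMSO and 100% = empty-vector control cells with DMSO; inhibition shows as a rise in luminescence from relieved DAX1 repression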
Target sequence (P51843 207-470 limits assumed): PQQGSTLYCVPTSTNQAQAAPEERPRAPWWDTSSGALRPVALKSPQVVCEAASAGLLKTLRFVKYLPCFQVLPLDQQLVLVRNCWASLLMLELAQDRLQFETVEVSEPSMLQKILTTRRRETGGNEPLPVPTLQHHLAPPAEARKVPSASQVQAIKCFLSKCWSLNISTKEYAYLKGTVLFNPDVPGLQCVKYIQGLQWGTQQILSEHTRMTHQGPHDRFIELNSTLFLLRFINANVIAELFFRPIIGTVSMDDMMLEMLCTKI
sPLA2-III inh: human group III sPLA2 inhibitors, primary screen, biochemical, QFRET, BODIPY PC-A2 liposome substrate; Group 3 secretory phospholipase A2 (Homo sapiens), Q9NZ20; QFRET BODIPY PC-A2 liposome hydrolysis, fluorescence; inhibition, % at 12.2 µM; 370,000 compounds, 0.56% hits; AID 743126, 2013;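 active means inhibition above mean plus 3 SD of compounds lying within the high and low control bounds, cut at about 19% in these data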;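 further: 0% = median of test compound wells and 100% = no enzyme DMSO wells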
GC-B act: human GC-B receptor activators, primary screen, HEK293 GC-B cells, cGMP TR-FRET, EC30 CNP; Atrial natriuretic peptide receptor 2 (Homo sapiens), P20594; 0% at EC30 CNP, 100% saturating CNP; activation, % at 10 µM; 370,000 compounds, 0.11% hits;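 active means activation at 10 µM reaching about 35% in either raw or pattern-adjusted values, limit read from the data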
hcDAF-12 act: H. contortus DAF-12 nuclear receptor activators, primary screen, cell-based, luminescence, HEK293, lit1-tk-luc reporter. HEK293 hcDAF-12 lit1-tk-luc reporter; 0% DMSO, 100% Δ7-dafachronic acid. activation, % at 6.8 µM. 370,000 compounds, 1.4% hits. AID 652067, 2013;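 active means activation above the mean of all tested compounds plus 3 SD, cut at about 5.5% in these data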;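 further: 100% = response to 3 µM Δ7-dafachronic acid high control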
hgDAF12 agonist: H. glycines DAF-12 receptor agonists, primary screen, cell-based, luminescence, HEK293, GAL4 fusion, UAS-luciferase; AID 687014, 2013; activation, % at 6.8 µM; HEK293 GAL4-hgDAF12 UAS-luciferase reporter, agonist luminescence; normalized to butyrate control; Nuclear hormone receptor DAF-12 (Heterodera glycines), GAL4 fusion; 370,000 compounds, 1.8% hits;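 active means activation above a cutoff set at the mean of all screened compounds plus 3 SD, cut at about 10% in these data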;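 further: 0% = DMSO wells and 100% = sodium butyrate wells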
DAX1 inh-2: DAX1 (NR0B1) inhibitors on StAR promoter, primary screen, cell-based, luminescence, SF-1 (NR5A1), full-length DAX-1. AID 652010, 2013. HEK293T StAR-luciferase reporter, SF-1/DAX-1 repression relief. 370,000 compounds, 1.1% hits. inhibition, % at 6.8 µM;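 active means inhibition above the mean over all tested compounds plus 3 SD, cut at about 3.6% in these data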;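 further: 0% = DAX-1 cells with DMSO and 100% = cells lacking DAX-1 with DMSO; higher inhibition means more luminescence from relief of DAX-1 repression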
ssDAF12 agonist: S. stercoralis DAF-12 nuclear receptor activators, primary screen, cell-based, luminescence, HEK293, GRIP1 co-expression, lit1-tk-luc; AID 652126, 2013; HEK293 ssDAF-12/GRIP1 lit1-tk-luc reporter; % of 3 µM dafachronic acid response; 370,000 compounds, 1% hits; activation, % at 6.8 µM; Nuclear hormone receptor DAF-12 (Strongyloides stercoralis);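 active means activation above the mean over all tested compounds plus 3 SD, cut at about 0.9% in these data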;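 further: 0% = DMSO-only wells and 100% = 3 µM delta7-dafachronic acid wells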
FXN GAA850 act: FXN promoter activators, primary screen, cell-based, luciferase luminescence, HEK293 lucGAA850 | activation, % at 6 µM | HEK293 lucGAA850 FXN promoter luciferase reporter, 24 h; percent of 10 µM SAHA response | AID 540364, 2011 | 360,000 compounds, 0.56% hits;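 active means activation above the average of all compounds screened plus 3 SD, cutoff fixed separately per campaign, cut at about 7.5% in these data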;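 further: 0% = DMSO wells and 100% = 10 µM SAHA wells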
The depositor's hits bear a star; · = not tested or not shown.

Compound	ADAM10 inh	hcDAF-12 act	DAX1 inh-2	GC-A act	sPLA2-III inh	SMARCA2 act	hgDAF12 agonist	GC-B act	ssDAF12 agonist	DAX1 inh-1	FXN GAA850 act
CC(=O)N(Cc1cc(=O)[nH]c2ccccc12)c1ccc(C)cc1	-16	0.2	0.5	0	-1	-4	-1.2	-1	-0.4	-0.2	-0.7
O=C(CNC(=O)c1ccco1)NCC(=O)OCc1ccc(Cl)cc1Cl	-6	0.0	-0.2	2	5	-3	0.4	3	-1.1	1.3	-0.5
Cc1ccc2[nH]c(O)c(N=Nc3nc4ccccc4s3)c2c1	-2	1.3	0.1	0	-2	-4	-0.4	-9	-1.6	0.8	0.7
COc1ccccc1-c1sc2ccccc2c1-c1ccc2c(c1)OCCO2	-11	2.5	0.2	1	0	1	4.4	2	-0.2	1.1	1.7
CN(C)[C@H]1CCN(c2ccc3c(c2)O[C@H]2CCN(C2)S3(=O)=O)C1	-16	-0.2	0.1	2	12	-3	0.2	1	-1.4	·	·
COc1ccc(C2=NN(C(C)=O)C(c3cccs3)C2)cc1OC (configuration not stated)	-91	-2.1	-0.1	-1	-2	4	1.7	3	-1.0	1.7	3.7
Cc1cccn2cc(CCNS(=O)(=O)c3cccc([N+](=O)[O-])c3)nc12	-6	-0.8	0.6	-1	10	-1	0.1	0	-1.1	2.0	0.3
Cc1ccccc1-n1c(C)nnc1SCC(=O)NNC(=O)c1ccccc1	6	1.6	-0.1	0	-1	8.0*	-0.9	6	-0.8	-0.3	-0.4
CCn1c(SCC(=O)O)nnc1-c1ccccc1	5	-2.5	-0.2	1	0	2	-1.4	3	-0.2	1.3	-0.4
CCN(CC)S(=O)(=O)c1ccc(O)c(C(=O)OCC(=O)Nc2ccc(OC(F)(F)F)cc2)c1	-8	-0.3	-0.2	9	-2	-2	0.0	3	-0.9	0.1	-0.9
CCC(=O)NC1=C(Cl)C(=O)C(NC(=O)CC)=C(Cl)C1=O	3	-1.2	-1.5	7	-1	8.6*	-6.5	9	-0.9	-3.7	0.2
COC(/C=C/Nc1ccc(Br)cc1)=C(C#N)C#N	-3	2.5	-0.6	-3	-1	0	0.7	-7	-1.4	-0.7	-0.3
FC(F)Oc1ccc(NC(=S)Nn2cnnc2)cc1	0	-0.8	-0.5	3	0	-1	-1.3	4	-1.2	1.1	2.3
CC(C)CCOc1cccc(OCC(=O)NC2CCS(=O)(=O)C2)c1 (configuration not stated)	4	-1.3	-0.8	2	-11	-4	-1.8	2	-1.4	-1.2	1.7
COc1ccc(CNC(=O)[C@@H]2CC=C[C@@H]3CCN(Cc4ccccc4)C(=O)[C@@H]32)cc1	-6	-2.0	0.0	-1	5	1	-1.7	2	-1.3	-1.7	-3.8
CC1CCCC(C)N1C(=O)CSc1nc2ccccc2s1 (configuration not stated)	-6	2.9	0.8	5	-6	1	7.2	0	-0.2	5.0*	2.8
CCOC(=O)C1(CCOc2ccccc2)CCN(Cc2ccc(OC)cc2)CC1	5	-3.0	-1.0	-3	-10	-2	-2.8	-4	-2.0	-1.3	-3.0
CCOc1ccccc1C(=O)N[C@H](C(=O)NNC(=O)c1cccs1)C(C)C	-4	-0.4	-1.4	0	-4	1	4.6	6	-1.0	-0.1	-2.6
Cc1nonc1CC(=O)N1CCCC(C(=O)c2ccc(Cl)cc2)C1 (configuration not stated)	8	5.2	0.3	-3	1	-6	3.1	3	-0.3	0.5	0.4
CCc1ccc(-n2c(SCC(=O)N3CCC(C(=O)O)CC3)nnc2-c2ccncc2)cc1	7	-0.7	-0.3	6	4	3	-0.4	-2	-1.6	0.7	1.8

Limited to hgDAF12 agonist and GC-A act, for 2 of the compounds above:
smiles | hgDAF12 agonist | GC-A act
CC(C)CCOc1cccc(OCC(=O)NC2CCS(=O)(=O)C2)c1 (configuration not stated) | -1.8 | 2
COc1ccc(CNC(=O)[C@@H]2CC=C[C@@H]3CCN(Cc4ccccc4)C(=O)[C@@H]32)cc1 | -1.7 | -1

Later entries:
Compound	ADAM10 inh	hcDAF-12 act	DAX1 inh-2	GC-A act	sPLA2-III inh	SMARCA2 act	hgDAF12 agonist	GC-B act	ssDAF12 agonist	DAX1 inh-1	FXN GAA850 act
Cc1ccc(C(=O)Nc2ncccc2O)cc1S(=O)(=O)N1CCCCC1	6	-0.6	1.6	3	-12	-1	-0.3	-2	-1.1	0.5	-1.1
CC(=O)NC(=O)COC(=O)/C=C/c1c(C)nn(Cc2c(Cl)cccc2Cl)c1Cl	6	-0.9	0.1	-2	2	-1	2.5	-3	-1.4	0.4	-0.1
CCn1c(CN2CCN(CCO)CC2)nc2ccccc21	-10	-1.2	-0.1	4	15	-3	0.5	1	0.0	1.9	0.7
O=c1c2ccccc2sc2ccc(Cl)cc12	-46	-0.1	-0.2	3	6	2	4.6	2	-1.6	1.3	1.7
CCOc1ccccc1NC(=O)C(OC(=O)c1cnccn1)c1ccccc1 (configuration not stated)	-2	0.5	-0.8	10	-8	0	-0.8	6	-1.4	1.3	0.2
Cc1ccc(CNC(=O)Nc2ccc(F)cc2)n1C	0	2.3	0.4	3	-1	1	-0.4	6	-0.2	-0.2	0.4
O=C(CCl)Nc1cccc(S(=O)(=O)NC2=NCCCCC2)c1	-8	-1.5	-8.8	-4	3	2	-8.9	2	-1.0	-2.3	-3.8
N#CC(c1ccc(Cl)nn1)c1ccc(Cl)cc1Cl (configuration not stated)	4	-0.9	-0.5	18	-21	-1	-0.7	-2	-0.8	0.3	-0.3
CCC1CCCCN1C(=S)NC(=O)c1cccs1 (configuration not stated)	5	0.1	-0.6	0	11	-3	3.3	-1	-1.2	1.7	0.1
COc1ccc(N/C=C/C(=O)c2ccc3c(c2)OCO3)cc1OC	3	-1.6	0.1	8	-6	0	-2.5	6	-0.3	-0.1	6.6
COCCNc1nc2c(c(=O)n(Cc3cccc(Cl)c3)c(=O)n2C)n1C	-5	-1.0	-0.1	-1	4	3	-1.0	0	-0.3	1.4	-1.1
Cc1cc(OC(C)C(=O)N2CCN(c3ccc(F)cc3)CC2)c2c(C)c(C)c(=O)oc2c1 (configuration not stated)	-13	-1.6	0.3	-32	3	1	0.5	-14	-0.3	1.6	-0.3
CCn1c(=S)[nH]c2c(=O)n(C)c(=O)n(C)c21	-3	-1.3	0.7	1	6	-4	-1.4	2	-0.8	0.2	0.6
CCOc1ccccc1NC(=O)NCc1cccnc1	-5	0.0	0.3	1	1	2	-1.1	-5	-1.9	-0.7	-0.9
Cc1c2c(nc3ccccc13)CCC(C)C2 (configuration not stated)	-3	-1.7	0.2	3	1	3	-1.2	-5	-0.4	-0.2	0.6
CCOC(=O)c1ccc(S(=O)(=O)NNS(=O)(=O)c2ccc(C)cc2)cc1	5	-0.4	-0.6	4	-2	-2	1.8	1	-0.2	1.6	1.4
Cc1ccc2c(c1)COc1c3ccc(C(=O)N[C@@H](C)CO)cc3nn1-2	-500	3.2	0.7	3	-1	4	7.8	0	-0.2	1.7	3.9
CC(C)Cc1cc(C(=O)Nc2cc(Br)ccc2O)no1	11	3.9	1.1	1	-26	3	6.0	-12	-1.3	0.3	5.4
CCCn1cnnc1CNC(=O)C1CCC(=O)N(CCc2cccc(F)c2)C1 (configuration not stated)	-10	1.1	0.7	-3	-5	2	1.9	7	-0.6	-0.3	0.6
COC1=CCC2([N+](=O)[O-])CN(CC(=O)O)CC1([N+](=O)[O-])C2 (configuration not stated)	-3	-0.4	-0.6	2	6	-3	0.5	6	-1.6	0.5	4.3
CCN(CC)S(=O)(=O)c1ccc2c(c1)c(=O)c(C(=O)N1CCc3ccccc3C1)cn2C	-9	-0.6	0.3	1	6	-2	-1.3	3	-1.7	0.0	0.2
CCOC(=O)c1oc2ccccc2c1COC(=O)CNC(=O)c1cccc(C)c1	-2	-1.0	-0.6	-3	-13	-1	0.5	1	-1.3	0.5	2.1
CCOc1cc(N2CCOCC2)c(OCC)cc1NC(=O)CSc1nnc(N)s1	-13	0.5	-0.7	-5	0	1	-1.7	-1	-0.7	-0.6	1.2
C=CCSc1nnc(NC(=O)C23CC4CC(CC(NC(C)=O)(C4)C2)C3)s1	-3	-0.2	-0.1	4	-6	-1	4.7	5	-1.5	0.4	2.4
COc1ccc(C(=O)Nc2ccc(C)c(S(=O)(=O)N3CCOCC3)c2)cc1S(=O)(=O)N1CCCC1	8	-1.4	-1.9	-1	-19	-1	-4.1	2	-1.0	-2.0	-0.4
CC(=O)NC1(NC(C)=O)CCN(C)C(c2ccccc2)C1C (configuration not stated)	3	2.8	-0.2	3	-5	2	0.6	2	-1.1	-0.2	0.2
